AmpC inh detg = blocks E. coli AmpC beta-lactamase in detergent assay. Potency, µM (series often up to 114 µM), for the others: top-dose activity change, negative = inhibition, hits mostly inhibitors. AmpC hydrolysis of nitrocefin, absorbance 480 nm, 0.01% Triton. actives 0.041% (n = 370,000);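 further: potency means the concentration at half of the fitted maximal effect; 0% = no-compound wells and -100% = no-enzyme wells; nearly all actives have a fitted effect of over 25% in size; some results filed as inactive show a strong effect at the top dose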
Target sequence (P00811 whole entry, looked up): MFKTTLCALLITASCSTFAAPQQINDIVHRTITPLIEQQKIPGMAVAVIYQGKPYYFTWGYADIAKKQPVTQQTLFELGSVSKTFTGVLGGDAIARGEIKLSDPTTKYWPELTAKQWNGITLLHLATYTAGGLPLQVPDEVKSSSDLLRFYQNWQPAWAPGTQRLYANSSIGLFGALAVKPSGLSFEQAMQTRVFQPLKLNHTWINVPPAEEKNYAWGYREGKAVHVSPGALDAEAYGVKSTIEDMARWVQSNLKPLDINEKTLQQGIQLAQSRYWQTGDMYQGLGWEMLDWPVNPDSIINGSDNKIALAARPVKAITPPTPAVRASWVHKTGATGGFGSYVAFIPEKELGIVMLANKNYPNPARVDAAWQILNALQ
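AmpC (5.3 nM in the dispensed reagent) in 20 mM phosphate pH 7.0 with 0.01% (detergent screen) or 0.0001% Triton X-100 was preincubated with compounds for 15 min at room temperature. Nitrocefin was then added from an 800 uM solution, and hydrolysis was followed at 480 nm.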
HCMV inh = blocks human cytomegalovirus replication. activity change, negative = inhibition, % at 57.5 µM. actives 4.5% (n = 410,000). HFF cells, HCMV-luciferase reporter, 72 h; stronger effect = lower value; in the data active means activity change below about -60%; inconclusive means no clear call, values can overlap the other calls; inactive means above about -39%
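Screen run at 2 compound doses on HFFs infected with reporter HCMV, MOI 1 PFU/cell. Luciferase activity from cell lysates at 72 h post infection gave inhibition relative to buffer-only and Salinomycin wells.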
AmpC inh no detg = AmpC beta-lactamase inhibition without detergent; actives 0.52% (n = 330,000); AID 485341; Potency, µM (doses to about 57.1 µM), inactives show at the top dose activity change, negative = inhibition, hits mostly inhibitors; P00811; AmpC nitrocefin hydrolysis, absorbance 480 nm, 0.0001% Triton;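 further: potency means the concentration at half of the fitted maximal effect; plate controls were no compound for no effect and no enzyme for full effect; nearly all actives have a fitted effect of over 20% in size; some results filed as inactive show a strong effect at the top dose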
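20 mM phosphate pH 7.0 + 0.01% (detergent screen) or 0.0001% Triton X-100; 5.3 nM AmpC reagent; cpd preinc 15 min RT; nitrocefin (800 uM stock) to start; A480 q20 s × 4 min; Activity was normalised to no-enzyme and no-compound control wells.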
LmPK inhibitor = LmPK (Leishmania mexicana) enzyme inhibition; AID 1721; actives 0.37% (n = 290,000); Potency, µM (highest dose often 57.5 µM), for inactives: at the top dose activity change, negative = inhibition, actives largely listed as inhibitors; purified LmPK, Kinase-Glo ATP luminescence, 1 h; further: potency means the concentration at half of the fitted maximal effect
Target sequence (Q27686 whole entry, looked up): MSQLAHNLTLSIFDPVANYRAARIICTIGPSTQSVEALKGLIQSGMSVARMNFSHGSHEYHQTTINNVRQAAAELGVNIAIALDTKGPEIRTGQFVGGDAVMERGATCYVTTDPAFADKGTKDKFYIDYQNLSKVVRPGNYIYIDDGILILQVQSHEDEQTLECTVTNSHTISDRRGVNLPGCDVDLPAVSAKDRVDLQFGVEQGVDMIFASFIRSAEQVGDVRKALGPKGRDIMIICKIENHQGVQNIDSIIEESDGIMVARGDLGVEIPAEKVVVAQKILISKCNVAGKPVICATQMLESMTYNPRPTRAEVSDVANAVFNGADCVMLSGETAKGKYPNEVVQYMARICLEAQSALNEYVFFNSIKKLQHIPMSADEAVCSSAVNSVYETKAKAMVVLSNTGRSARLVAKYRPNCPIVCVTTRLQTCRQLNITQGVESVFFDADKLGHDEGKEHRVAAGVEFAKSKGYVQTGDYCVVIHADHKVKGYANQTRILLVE
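Purified LmPK (0.1 nM) converted ADP (0.1 mM) to ATP with PEP (0.5 mM) in imidazole buffer pH 7.2 with KCl and MgCl2, 1 h at room temperature. ATP was read by Kinase-Glo luminescence; data normalized to uninhibited and no-enzyme controls.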
HCV inhibitor = blocks hepatitis C virus | Huh7.5.1 HCVcc-Cre infection, luciferase reporter, 44 h | Potency, µM (titrated, usually from 41.8 µM), inactives show at the top dose activity change, negative = inhibition, actives largely listed as inhibitors | actives 3.4% (n = 340,000); further: potency means the concentration at half of the fitted maximal effect
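Reporter virus HCVcc-Cre (~0.5 moi) infects cells exposed to compound; seeding density 1,000 cells/well with 4 h settling beforehand. Luminescence, 15 sec read, taken 44 h post-infection following a 15 min RT substrate incubation.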
TbPYK inhibitor = T. brucei pyruvate kinase inhibition; Q57TT1; TbPYK enzyme, Kinase-Glo Plus ATP luminescence, 45 min; Potency, µM (titrated, usually from 76.8 µM), inactives show top-dose activity, negative = inhibition, actives largely listed as inhibitors; actives 0.12% (n = 410,000); AID 624173; further: potency means the concentration at half of the fitted maximal effect; nearly all actives have a fitted effect of over 50% in size
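Glycolytic pyruvate kinase of T. brucei was incubated with substrate, test compound and 130 uM ADP for 45 minutes at room temperature. Luminescent Kinase-Glo Plus signal was measured after 10 minutes.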
AMA1 RON2 block = AMA1-RON2 (P. falciparum) interaction inhibition. actives 0.2% (n = 360,000). AlphaScreen AMA1-biotinylated RON2 peptide binding. Potency, µM (top dose mostly 58.2 µM), without a hit: at the highest dose activity change, negative = inhibition, most hits filed as inhibitors;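 further: potency means the concentration at half of the fitted maximal effect; 0% = vehicle wells and -100% = peptide control; nearly all actives have a fitted effect of over 45% in size; some results filed as inactive show a strong effect at the top dose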
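AMA1 (3D7) with his tag at 25 nM final met compounds first, then biotinylated RON2 peptide at 25 nM; detection used donor plus acceptor beads, 10 µg/mL apiece, read by AlphaScreen after 30 min at room temperature.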
The depositor's hits bear a star; ? = inconclusive; / = no result given; [ ] = remark or other dose. Unless noted, the call rests on the fitted dose curve; in most records, active means well fitted curve in the direction sought with a large enough effect; inconclusive means small, poorly fitted or top-dose-only effect, or another doubt; inactive means no such curve, though single readings can be large; an effect the other way counts as inactive or inconclusive. Unless noted, on the % scale 0 is the no-effect control and ±100 the full control effect.

SMILES	AmpC inh detg	HCMV inh	AmpC inh no detg	LmPK inhibitor	HCV inhibitor	TbPYK inhibitor	AMA1 RON2 block
CSc1ccc(C(=O)C2CCCN(S(=O)(=O)c3c(C)noc3C)C2)cc1 (stereo not drawn)	4%	-34	-2%	-3%	?	3%	-1%
Brc1cccc(-c2nnn3c2nc(NCc2ccc4c(c2)OCO4)c2ccccc23)c1	3%	77	/	/	/	4%	/
COc1cccc2cc(C(C)N(CCCN3CCOCC3)C(=S)Nc3c(C)cccc3C)oc12 (stereo not drawn)	5%	-21	152%[activator]	9%	-14%	2%	-13%
C=CCNc1sc(C(=O)c2ccccc2)c(N)c1-c1nc2ccccc2s1	-1%	/	-57%	1%	-21%	?	-19%
CCSc1cc(C)nc2c(-c3ccccc3)c(C)nn12	?	-27	0%	1%	?	-4%	-4%
O=C(Nc1cc(Cl)ccc1N1CCOCC1)c1ccc(N2CCCCC2)c([N+](=O)[O-])c1	/	0	/	/	?	0%	1%
O=C(NCc1cccs1)Nc1ccc2c(c1)OCO2	-15%	51	-7%	4%	-2%	1%	5%
CCOC(=O)CC(=O)CSc1nc2c(sc(=S)n2-c2ccccc2)c(=O)[nH]1	0%	-19	-36%	3%	7%	1%	1%
Cc1ccc(C(=O)O)cc1NC(=O)C1CCN(S(=O)(=O)c2ccc3c(c2)OCCO3)CC1	/	16	-23%	/	-19%	3%	0%
CCOc1ccc(-c2nn(-c3ccc(F)cc3)c3c2cnc2ccc(F)cc23)cc1	-3%	12	/	/	/	0%	/
CCOC(=O)C1=C(C)NC(=O)NC1c1ccc(N(CC)CC)cc1 (stereo not drawn)	-6%	6	-6%	8%	?	-10%	-19%
Cc1nc2nc3c(cn2n1)C(=O)CCC3	1%	-22	-2%	3%	19%	-4%	13%
CC(=O)c1c(O)c(C)c(O)c2c1OC1=Cc3c(c(C)nn3-c3ccccc3)C(=O)C12C (stereo not drawn)	/	-14	/	/	/	1%	-2%
Cc1cc(C)n(CCC(=O)N2CCCC(Nc3ccc(F)cc3)C2)n1 (stereo not drawn)	/	20	/	/	19%	-4%	-3%
Cc1csc2nc(-c3ccc(NS(=O)(=O)c4cccc(F)c4)cc3)cn12	-2%	-11	/	/	/	-20%	/
CC1=C(C(=O)OCC2CCCCC2)C(c2ccc(O)cc2)NC(=O)N1 (stereo not drawn)	1%	-12	-19%	1%	29%	9%	-5%
O=C(NCCN1CCOCC1)C12CC3CC(C1)CC(c1ccccc1)(C3)C2	?	-16	107%[activator]	-2%	2%	5%	-17%
COC(=O)COc1cccc(NS(=O)(=O)c2ccc(NC(C)=O)cc2)c1	-5%	2	-19%	3%	16%	3%	-12%
O=C(N/N=C/c1cccc([N+](=O)[O-])c1)C1CC(=O)N(c2ccc(Cl)cc2)C1 (stereo not drawn)	-1%	12	-28%	6%	3%	2%	0%
CCCN(CC1CC1)C(=O)Nc1ccccc1C	?	24	-12%	3%	15%	-15%	12%
Cc1nn(C(C)C(=O)Nc2ccc3c(c2)OCO3)c(C)c1[N+](=O)[O-] (stereo not drawn)	-4%	-4	-23%	-3%	9%	-1%	20%
CCCOC(=O)/C(C(N)=NCc1ccccc1)=C(\O)OCCC	?	?	0%	-2%	?	-3%	26%
CC(NC(=O)C12CC3CC(CC(C3)C1)C2)C(=O)NN=Cc1ccc([N+](=O)[O-])o1 (stereo not drawn)	/	-12	-23%	/	?	-22%	29%
CN1CCN(C(=O)COc2ccc3ccccc3c2)CC1	4%	1	-6%	-3%	6%	0%	0%
COCCNCC(=O)Nc1ccc(OC(F)(F)F)cc1	3%	28	-11%	-7%	-7%	13%	35%[activator]
CCn1c(=O)cc(OCC(=O)NC(C)c2ccc3c(c2)OCCO3)c2ccccc21 (stereo not drawn)	-5%	174	26%	4%	-6%	-1%	-21%
Cc1ccc(-n2ncc3c(N4CCN(C)CC4)ncnc32)cc1	-5%	-10	/	/	/	1%	/
COc1ccc(NC(=O)Nc2ccccc2F)cc1Cl	6%	48	-23%	-2%	-11%	-7%	-14%
O=C(CCc1ccccc1)NC(NC(=S)Nc1ccc(Br)cc1)C(Cl)(Cl)Cl (stereo not drawn)	-6%	-14	-46%	-4%	2µM*	2%	5%
CCOC(=O)C1CCN(C(=O)CNC(=O)OC(C)(C)C)CC1	0%	-30	-5%	0%	1%	-5%	5%
O=C1NC[C@@H](CCCCN2C[C@H](Cc3ccc(O)cc3)N(CC3CCCCC3)C(=O)C2=O)N(Cc2ccccc2)C1=O	/	-25	/	/	/	4%	32%[activator]
Cc1ccc(S(=O)(=O)NCC(=O)NCC(=O)N2CCC(C)CC2)cc1	-16%	-12	-9%	1%	-6%	-2%	16%
CN1CCN(C(=O)c2ccc3c(Cl)c4c(nc3c2)CCCC4)CC1	?	-34	116%[activator]	-3%	4%	0%	-5%
CC12CCC(C(N)=O)(c3nc4ccccc4nc31)C2(C)C (stereo not drawn)	-5%	32	-14%	-4%	8%	7%	-6%
Cc1ccc(N(C(=O)Cn2nnc(-c3ccc(C)o3)n2)C(C(=O)NC2CCCC2)c2ccncc2)cc1 (stereo not drawn)	-2%	-4	6%	3%	19%	-3%	-4%
Cc1c(Cl)cccc1NC(=O)CSc1nc(=O)n(CCCN2CCOCC2)c2c1CCCC2	/	-5	/	/	/	5%	-8%
O=C(O)CCCNS(=O)(=O)c1cccc2nsnc12	0%	11	-14%	8%	8%	3%	4%
COc1ccc(-c2nc3ccccc3c(=O)o2)cc1	-6%	16	-22%	18µM*	19%	2%	-27%
COC(=O)c1cc2occc2n1CC(=O)N(C)C1CCCCC1	-6%	9	-7%	-3%	-3%	-15%	27%
Cc1ccc(CS(=O)(=O)CCC(=O)NCCN2CCCC2)cc1	1%	60	-1%	-3%	-30%	-7%	-6%
O=C1C=C(c2ccc(Oc3ccccc3)cc2)C[C@@H](c2ccc3c(c2)OCO3)C1	2%	-9	-12%	/	?	-10%	-18%
CNS(=O)(=O)c1cccc(C(=O)OCC(=O)N2c3ccccc3CC2C)c1 (stereo not drawn)	-10%	-13	-6%	1%	-10%	-2%	-7%
Cc1ccnc(N2CCC(C(=O)NCc3ccccc3F)CC2)n1	11%	40	3%	1%	-12%	2%	-13%
CSc1nc2ccc(NC(=O)C3CC(=O)N(Cc4ccccc4)C3)cc2s1 (stereo not drawn)	-10%	9	34%	2%	-15%	-1%	2%
CC(=O)N1CC[n+]2c(-c3ccc(Cl)cc3)csc21	-20%	-32	5%	4%	-18%	?	1%
Cn1c(=O)c2[nH]c(CCCc3ccc([N+](=O)[O-])cc3)nc2n(C)c1=O	/	35	/	/	13%	1%	2%
O=C(c1ccc(F)cc1)N1CCN(S(=O)(=O)c2ccc(Br)cc2)CC1	4%	?	17%	6%	?	-5%	5%
C#CCOCCOCCOCCNc1nc(N2CCN(C(=O)[C@H]([C@@H](C)O)n3cc(CCCCN)nn3)CC2)nc(N2CCN(C(=O)[C@H](C)n3cc(CCCN=C(N)N)nn3)CC2)n1	?	/	133%[activator]	-1%	2%[8.37 µM]	3%	-5%
COc1ccc(NC(=O)CSc2ccc3nnc(CCNC(=O)c4ccccc4)n3n2)cc1OC	-6%	-21	2%	-10%	21%	-10%	-4%
CCc1ccc(Nc2nnc(-c3cc4cc(OC)ccc4oc3=O)s2)cc1	-6%	-6	/	/	/	-5%	/
COc1ccc(C(=O)Nc2ccc(S(=O)(=O)NC(C)=O)cc2)cc1[N+](=O)[O-]	0%	-12	-30%	2%	-8%	-19%	-16%
Cn1c(=O)c2sc3c(c2n(CC(=O)Nc2ccccc2)c1=O)COC(C)(C)C3	4%	-6	-22%	1%	1%	-1%	-2%
O=C(NC1=NCCS1)c1cc(-c2cccnc2)nc2ccccc12	-4%	-16	-27%	-1%	1%	1%	2%
Cc1ccccc1C(=O)Nc1nnc(S(=O)(=O)N2CCc3ccccc32)s1	19%	32	/	/	/	3%	/
CC(=O)c1ccc(N2CCN(C(=O)c3cc4c(s3)CCCC4)CC2)cc1	?	-17	2%	-4%	?	-2%	-4%
COc1cc(C2c3c(oc4ccc(C)cc4c3=O)C(=O)N2c2cc(C)ccn2)cc(OC)c1OC (stereo not drawn)	0%	/	-22%	5%	/	/	/
CN(C)C1(CNC(=O)COc2cccc(Cl)c2)CCCCC1	27%	-2	/	/	/	0%	/
S=C(Nc1ccc(Cl)cc1Cl)Nn1cnnc1	3%	-23	-9%	-3%	-12%	-31%	-11%
Cc1cc(C2=CC(C)(c3cc(C)oc3C)Nc3nc(C(F)(F)F)nn32)c(C)o1 (stereo not drawn)	7%	/	51%	3%	/	/	/
Cc1ccc(C(=O)NC(NCc2ccco2)C(Cl)(Cl)Cl)cc1 (stereo not drawn)	-4%	-17	-21%	-1%	-2%	-8%	-9%

A different layout for part of the listing above:
smiles | AmpC inh detg | HCMV inh | AmpC inh no detg | LmPK inhibitor | HCV inhibitor | TbPYK inhibitor | AMA1 RON2 block
CN1CCN(C(=O)c2ccc3c(Cl)c4c(nc3c2)CCCC4)CC1 | ? | -34 | 116%[activator] | -3% | 4% | 0% | -5%
CSc1nc2ccc(NC(=O)C3CC(=O)N(Cc4ccccc4)C3)cc2s1 (stereo not drawn) | -10% | 9 | 34% | 2% | -15% | -1% | 2%
Brc1cccc(-c2nnn3c2nc(NCc2ccc4c(c2)OCO4)c2ccccc23)c1 | 3% | 77 | / | / | / | 4% | /
Cc1cc(C2=CC(C)(c3cc(C)oc3C)Nc3nc(C(F)(F)F)nn32)c(C)o1 (stereo not drawn) | 7% | / | 51% | 3% | / | / | /
Cc1nn(C(C)C(=O)Nc2ccc3c(c2)OCO3)c(C)c1[N+](=O)[O-] (stereo not drawn) | -4% | -4 | -23% | -3% | 9% | -1% | 20%

Next structures:
SMILES	AmpC inh detg	HCMV inh	AmpC inh no detg	LmPK inhibitor	HCV inhibitor	TbPYK inhibitor	AMA1 RON2 block
CCN1CCN(c2nc3c(S(=O)(=O)c4ccc(Br)cc4)nnn3c3ccsc23)CC1	13%	13	/	/	/	4%	/
O=C(COC(=O)Cc1c(Cl)cccc1Cl)NCc1ccco1	/	-12	-21%	/	3%	6%	-12%
COC(=O)c1sccc1S(=O)(=O)N(CC(=O)Nc1cc(C)ccc1C)c1ccc(C)c(C)c1	17%	-1	/	/	/	2%	/
COC(=O)c1cccc(NC(=O)CN2C(=O)C3CCCCC3C2=O)c1 (stereo not drawn)	?	-17	-12%	/	-2%	3%	6%
NC(=O)c1ccccc1N=Cc1cccnc1	/	43	/	/	-3%	1%	2%
